CHRM1 antagonist: antagonists of human M1 muscarinic receptor | P11229 | CHO-K1 hM1, Fluo-8 calcium fluorescence, ACh EC80 antagonist | inhibition, % at 3 µM | hit rate 1.3% among 360,000;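 active = percent inhibition above its own plate's cutoff, namely the mean of that plate's compound wells plus 3 SD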;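 note: peak over basal fluorescence ratio during 140 s after agonist addition; 0% = ACh EC80 plus DMSO and 100% = DMSO alone without agonist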
Target sequence (P11229 whole entry, looked up): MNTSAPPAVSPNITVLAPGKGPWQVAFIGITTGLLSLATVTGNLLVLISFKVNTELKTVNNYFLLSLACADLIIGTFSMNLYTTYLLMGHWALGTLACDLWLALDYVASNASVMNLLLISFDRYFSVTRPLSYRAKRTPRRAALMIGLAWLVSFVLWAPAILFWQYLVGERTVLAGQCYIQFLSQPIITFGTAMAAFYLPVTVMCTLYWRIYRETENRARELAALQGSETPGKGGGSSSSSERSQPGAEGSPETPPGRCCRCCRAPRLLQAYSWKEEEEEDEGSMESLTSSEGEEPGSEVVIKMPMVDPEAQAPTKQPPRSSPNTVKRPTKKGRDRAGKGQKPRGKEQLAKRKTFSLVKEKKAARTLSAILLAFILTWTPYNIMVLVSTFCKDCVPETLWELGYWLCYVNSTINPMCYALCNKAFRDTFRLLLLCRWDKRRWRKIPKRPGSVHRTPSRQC
CHRM4 antagonist: antagonists of human muscarinic M4 receptor (CHRM4). P08173. CHO-hM4 cells, ACh EC80, Fluo-8 calcium fluorescence. inhibition, % at 3 µM. hit rate 0.73% among 360,000;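 active = inhibition above its plate's cutoff, the mean inhibition of sample wells plus 3 SD, cut at about 27% in these data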;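 note: 0% = acetylcholine EC80 with DMSO and 100% = DMSO without agonist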
Target sequence (P08173 whole entry, looked up): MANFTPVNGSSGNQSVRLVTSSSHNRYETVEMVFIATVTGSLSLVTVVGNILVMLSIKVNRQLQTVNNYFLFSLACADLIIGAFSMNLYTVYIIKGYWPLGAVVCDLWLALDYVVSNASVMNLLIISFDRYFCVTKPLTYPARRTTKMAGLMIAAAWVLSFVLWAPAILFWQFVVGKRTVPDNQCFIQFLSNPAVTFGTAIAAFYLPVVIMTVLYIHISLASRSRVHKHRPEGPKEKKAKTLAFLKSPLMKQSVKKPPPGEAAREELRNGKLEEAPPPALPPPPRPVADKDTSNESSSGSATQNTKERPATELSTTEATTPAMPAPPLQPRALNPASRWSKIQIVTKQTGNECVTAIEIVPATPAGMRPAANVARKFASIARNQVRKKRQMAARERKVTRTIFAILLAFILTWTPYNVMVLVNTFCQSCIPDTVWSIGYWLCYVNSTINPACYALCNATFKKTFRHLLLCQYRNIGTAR
M4 ag: agonists of human muscarinic M4 receptor (CHRM4) | P08173 | CHO-K1 hM4/Gqi5, Fluo-8 calcium fluorescence; vehicle 0%, full acetylcholine response 100% | activation, % at 3 µM | hit rate 0.14% among 360,000;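 active = activation above the run mean over all test wells plus 3 SD, cut at about 32% in these data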;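 note: peak over basal fluorescence ratio per well then scaled between controls; 0% = DMSO wells and 100% = acetylcholine at EC100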
CHRM1 agonist: human M1 muscarinic receptor agonism | hit rate 0.33% among 360,000 | CHO-K1 hM1, Fluo-8 calcium fluorescence, agonist mode; 0% DMSO, 100% acetylcholine EC100 | activation, % at 3 µM | P11229 | AID 588814;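 active = activation above the run's mean compound activation plus 3 SD, cut at about 16% in these data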;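 note: peak over basal fluorescence ratio within a 140 s kinetic read after compound addition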
CHO parental Ca: counter-screen for OX1R antagonists: effect in parental CHO cells; AID 463079; hit rate 0.63% among 330,000; inhibition, % at 5.6 µM; parental CHO-K1, ATP-induced calcium, Fluo-8 fluorescence;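 active = inhibition above that plate's mean sample inhibition plus 3 SD, cut at about 26% in these data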;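 note: 0% = ATP-challenged DMSO wells and 100% = DMSO wells without ATP; some compounds past the cut are filed as inactive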
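test system = CHO parental line | reagent = ATP stimulus | measured by = intracellular calcium via Fluo-8 no-wash fluorescent dye | control set = ATP and no-ATP DMSO wells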
M1 ag parental: counter-screen for M1 agonists: effect in parental CHO-K1 cells; AID 602248; hit rate 0.48% among 360,000; Fluo-8 calcium fluorescence; scaled to maximal ATP response, vehicle zero; activation, % at 3 µM; in the data active = activation above about 15%;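 note: untransfected CHO-K1 host cells lacking M1 receptor as counterscreen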
CHRM1 PAM: potentiates human M1 receptor response to acetylcholine | CHO-K1 hM1, Fluo-8 calcium fluorescence, ACh EC20; 0% = ACh EC20, 100% = maximal ACh | hit rate 0.088% among 360,000 | activation, % at 3 µM | P11229; in the data active = activation above about 19%, passing the limit was not always enough
CHO-K1 Ca antag: nonselective inhibitor or artifact in parental CHO-K1 cells | ATP-induced calcium, Fluo-8 fluorescence | hit rate 0.6% among 360,000 | inhibition, % at 3 µM | AID 602250;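 active = inhibition above a per-plate cutoff, the plate's mean sample inhibition plus 3 SD, cut at about 24% in these data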;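 note: 0% = DMSO plus EC80 ATP and 100% = DMSO alone without ATP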
OXTR potentiator: human OXTR potentiation. P30559. CHO-OTR cells, Fluo-8 calcium fluorescence, potentiator mode; 0% = oxytocin EC15, 100% = EC100. activation, % at 3 µM. hit rate 0.061% among 320,000. AID 2445;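 active = activation above that plate's cutoff, the mean activation of tested compounds plus 3 SD, cut at about 6.6% in these data, passing the limit was not always enough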;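 note: 100% uses oxytocin at 75 nM as the full agonist control; some results filed as inactive read as strong as hits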
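System: human OTR in CHO cells / Also added: sub-maximal oxytocin, roughly EC15 / Control set: EC15 oxytocin low, 75 nM oxytocin high / Schedule: 6 min compound pre-incubation at room temperature, 100 s kinetic read / Compound: single-point 3.0 µM / Replication: singlicate / Technique: Fluo-8 calcium dye fluorescence / Read-out basis: % activation of max/min ratio relative to oxytocin controls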
Active calls of the source: *; x = no result given.

cpd	Structure	CHRM1 antagonist	CHRM4 antagonist	M4 ag	CHRM1 agonist	CHO parental Ca	M1 ag parental	CHRM1 PAM	CHO-K1 Ca antag	OXTR potentiator
1	COc1ccc(C(=O)NCC(=O)N2CCC(C)CC2)cc1OC	-22	3	1	-2	4	0.3	3	6	-11
2	CC(C)(C)OC(=O)NCCCCCc1nnc(SCc2cccc(F)c2)o1	-7	-7	9	0	-18	4.5	6	4	-16
3	c1ccc(CNc2ccc(CNc3ncn[nH]3)cc2)cc1	-12	4	0	-3	7	0.5	6	-1	1
4	COc1ccc(-c2cc(C(=O)N(C)CC(=O)Nc3ccccc3Cl)c3ccccc3n2)cc1OC	21*	12	17	1	-20	7.7	-9	7	-2
5	Cc1nc2nc(C)c(NS(=O)(=O)c3cccs3)c(=O)n2[nH]1	-6	-3	0	-2	-11	0.2	-1	-7	-10
6	CN(C)CCNC(=O)c1cccc(NS(=O)(=O)c2ccc(Cl)c(Cl)c2)c1	8	-11	0	-5	-12	0.6	4	5	3
7	CN(Cc1nc2ccccc2c(=O)[nH]1)c1ccccc1	3	0	0	-9	-10	11	3	0	-5
8	Nc1nc(-c2ccc(-c3ccccc3)cc2)cs1	-2	-2	1	-5	11	0.3	8	-9	-10
9	O=C(O)c1ccc2c(c1)C(=O)N(N1C(=O)c3ccccc3C1=O)C2=O	-3	-8	1	-4	-7	0.0	8	-8	-8
10	CC1Cc2ccccc2N1C(=O)COC(=O)Cn1cnc2ccccc2c1=O (stereo not given)	-3	15	0	-2	-19	0.7	1	-4	-13
11	CCOC(=O)N1CCN(c2ccc(C(C)=O)cc2F)CC1	2	6	3	-3	-2	2.5	4	-1	-14
12	C=CCN1C(=O)/C(=C\c2ccc(Cl)cc2)N=C1SCC(=O)NC1CCCCC1	-13	3	0	-3	-16	0.1	6	-5	-25

(cont.)
cpd	Structure	CHRM1 antagonist	CHRM4 antagonist	M4 ag	CHRM1 agonist	CHO parental Ca	M1 ag parental	CHRM1 PAM	CHO-K1 Ca antag	OXTR potentiator
13	CCOC(=O)N1CCN(c2nc(-c3ccco3)cc(C(F)(F)F)n2)CC1	-1	7	-1	-3	-30	0.2	4	9	-10
14	COc1ccc(C(C)=O)cc1CN1C(=O)C(Cc2ccccc2)ON=C1c1ncccc1C (stereo not given)	-4	-6	8	-5	x	7.4	-1	-4	x
15	CCNc1oc(/C=C/c2ccc(OCC)cc2)nc1C#N	-12	2	0	-5	-8	-0.1	5	0	-13
16	Cc1cccc(N2CCN(C(=S)c3ccc4c(c3)OCO4)CC2)c1	-13	-9	2	-3	x	-0.4	6	-5	x
17	Cc1cccc(-n2nnnc2SCC(=O)N(CC(C)C)c2c(N)n(CC(C)C)c(=O)[nH]c2=O)c1	0	-15	0	-2	-19	0.8	2	-13	-2
18	Cc1cccc(Cn2c(CN3CCN(Cc4ccccc4)CC3)nc3c2c(=O)[nH]c(=O)n3C)c1	18	-3	0	-12	-15	0.1	-9	7	-4
19	CC(C)(C)c1cnnn1-c1ccc(C=O)cc1	5	5	0	-3	-4	-0.1	-2	13	1
20	CCc1ccccc1N(CC(=O)NC1CCCCC1)C(=O)CNC(=O)c1ccco1	-7	-7	2	-2	-30	1.7	5	-14	-9
21	Cc1cc(-c2ccccc2)nc(N(C)NC(=O)c2cccc(C(F)(F)F)c2)c1S(C)(=O)=O	-10	4	-1	-4	-24	0.1	2	-9	-4
22	CC1=C(C(=O)OC(C)C)C(c2cccnc2)C2=C(CCCC2=O)N1 (stereo not given)	4	-3	1	-7	4	0.3	1	-8	-8
23	CCCCN1CC(=O)N2[C@@H]3c4cc(Br)ccc4OC[C@@H]3[C@H](C(=O)OCC)[C@]2(C)C1=O	-8	-7	1	3	x	0.8	15	-2	x
24	Cc1cccc(NC(=O)c2cc(N3C(=O)CCC3=O)ccc2Cl)n1	-1	-13	1	-1	-17	1.2	0	-1	-5

(listing goes on)
cpd	Structure	CHRM1 antagonist	CHRM4 antagonist	M4 ag	CHRM1 agonist	CHO parental Ca	M1 ag parental	CHRM1 PAM	CHO-K1 Ca antag	OXTR potentiator
25	O=C(c1ccccc1)N1CCN(Cc2ccccc2Br)CC1	-6	3	1	-5	-16	0.4	2	0	-10
26	CCN1C(=NCCOC)N[C@@H](c2cccs2)C(C(=O)OC)=C1C	-7	-9	0	-10	-6	0.1	0	-11	-6
27	Cn1/c(=N/NC(=O)c2ccccc2F)sc2ccccc21	0	-3	0	-2	-20	0.1	5	15	-5
28	COc1ccc(NC(=O)C(NS(=O)(=O)c2ccc3c(c2)CCCN3C(C)=O)C(C)C)c(OC)c1 (stereo not given)	-3	-6	0	-3	-14	-0.3	5	-8	-1
29	COC(=O)[C@H](Cc1ccccc1)NC(=O)N1CCN(c2ccccc2)CC1	-18	-5	2	0	11	1.2	11	3	-12
30	O=C(NCC1CC1)c1onc(CSc2ccccc2)c1C(=O)NCC1CC1	-16	-8	0	-2	-27	0.0	0	-15	-11
31	CC(C(=O)NC1CCCC1)N(C(=O)c1ccc(-c2ccccc2)[nH]1)c1ccccc1F (stereo not given)	3	-10	-2	-4	-17	1.2	0	1	-2
32	COc1ccc(/C=N\NC(=O)c2c(C)nc3ccc(Br)cn23)cc1	1	-2	2	-1	-9	0.4	6	16	-3
33	COCCNC(=O)C1(C)CCCN(C(=O)Cc2ccc3ccccc3c2)C1 (stereo not given)	-19	-16	2	1	x	-0.1	19	-12	x
34	Cc1ccc(NC(=O)c2ccccc2)cc1OC(=O)c1ccccc1	-7	-3	3	0	-16	1.3	17	-15	-5
35	COC(=O)c1scc(C)c1NC(=O)Cc1ccccc1	-9	-6	1	-4	-14	1.4	10	-16	-3
36	Cc1ccc(N(CC(=O)NC2CCCCC2)C(=O)CNC(=O)c2ccco2)cc1F	-6	-1	4	-4	-15	0.3	1	3	-8

Additional results follow.
cpd	Structure	CHRM1 antagonist	CHRM4 antagonist	M4 ag	CHRM1 agonist	CHO parental Ca	M1 ag parental	CHRM1 PAM	CHO-K1 Ca antag	OXTR potentiator
37	Cc1[nH]c2ccc(-c3nnc(SCC(=O)c4ccccc4F)o3)cc2c1C	18	8	8	-5	1	2.8	-8	20	-1
38	COC(=O)c1sccc1NC(=O)CSc1cc(Cl)ccc1Cl	2	6	-1	-3	-28	-0.5	-1	1	-10
39	O=C(NCCCn1ccnc1)Nc1cccc(Cl)c1	-14	-7	2	-3	-11	0.0	9	3	-8
40	COC(=O)c1cc(OCC(=O)NC2CCCc3ccccc32)cc(C(=O)OC)c1 (stereo not given)	5	-6	1	-5	-36	0.6	-3	-10	-8
41	COc1cc(C(C[N+](=O)[O-])c2c(C)[nH]c3ccccc23)cc(OC)c1OC (stereo not given)	1	0	2	-4	-23	1.9	2	-1	-7
42	CCOC(=O)CNC(=O)c1c2c(nc3ccccc13)CCCC2	-15	-6	0	-1	-13	0.0	6	-2	-2
43	CCN(CC(=O)NC(C)C)C(=O)Cc1ccc(C)c(C)c1	-3	7	0	-4	4	0.6	5	-6	-15
44	COc1ccc(OC)c(NC(=O)C(C)N2c3cccc4cccc(c34)S2(=O)=O)c1 (stereo not given)	3	3	4	3	-10	8.4	9	-3	-9
45	CN(Cc1ccccc1)C(=O)c1cccc(NC(=O)Cc2ccc(NC(=O)C3CCCN(C(=O)C4CCC4)C3)cc2)c1 (stereo not given)	-13	-8	0	-8	x	0.0	8	-14	x
46	O=C(O)C(c1ccccc1)C1(O)CC2CCC1C2 (stereo not given)	-8	-18	1	-4	x	0.8	4	-22	x
47	O=C(COc1ccccc1)N/N=C/c1ccc([N+](=O)[O-])o1	-1	-13	1	-4	0	0.4	4	7	-7
48	COc1ccc(CCn2c(=O)c3cccnc3n(Cc3ccc([N+](=O)[O-])cc3)c2=O)cc1OC	1	-5	4	-5	x	11	2	4	x

Other results.
cpd	Structure	CHRM1 antagonist	CHRM4 antagonist	M4 ag	CHRM1 agonist	CHO parental Ca	M1 ag parental	CHRM1 PAM	CHO-K1 Ca antag	OXTR potentiator
49	COC(=O)c1ccccc1NC(=O)Cn1nnc(-c2ccc(OC)cc2)n1	12	2	0	-2	-10	0.0	-8	-14	-8
50	Cc1ccc(NC2=Nc3ccccc3N3C2=Nc2c(c(C)nn2-c2ccccc2)C3c2ccc(O)c(O)c2)cc1 (stereo not given)	-9	18	1	-1	x	0.3	9	1	x
51	COc1ccc(CC(=O)Nc2nc3n(n2)C(c2ccccc2)CC(=O)N3)cc1OC (stereo not given)	-12	5	0	-1	-5	0.3	9	-5	-5
52	C=CCC1CCCC(=O)N2CCCC12 (stereo not given)	-8	-5	1	-1	-1	-0.1	8	-4	x
53	COc1ccc(S(=O)(=O)NCC2CCCN(Cc3ccccc3C)C2)cc1 (stereo not given)	25	11	3	-8	-8	0.5	-21	-27	0
54	COc1ccc2ccccc2c1/C=N/NC(=O)c1cc(C)[nH]n1	-3	6	2	-2	2	-0.2	0	9	1
55	O=C1c2ccccc2C(c2nnnn2Cc2ccccc2)N1CCc1ccccc1F (stereo not given)	x	8	22	x	x	5.8	x	0	x
56	CC(C)CCN1C(=O)c2ccccc2C1c1nnnn1C(C)C (stereo not given)	x	5	0	x	x	-0.3	x	0	x
57	Cc1cc(C)cc(-n2ncc3c2CCCC3NC(=O)C2CCC2)c1 (stereo not given)	-1	0	1	-3	-14	1.0	3	-8	2
58	Nc1nc(-c2ccc(Oc3ccccc3)cc2)c(CC(=O)O)s1	8	3	16	-2	x	5.9	-6	4	x
59	CNC(=S)N(CCc1c(C)[nH]c2ccc(OC)cc12)Cc1ccco1	-9	-8	4	-7	-13	1.1	5	-11	-2

Molecules shown so far with fluorine (9):
cpd	Structure	CHRM1 antagonist	CHRM4 antagonist	M4 ag	CHRM1 agonist	CHO parental Ca	M1 ag parental	CHRM1 PAM	CHO-K1 Ca antag	OXTR potentiator
2	CC(C)(C)OC(=O)NCCCCCc1nnc(SCc2cccc(F)c2)o1	-7	-7	9	0	-18	4.5	6	4	-16
11	CCOC(=O)N1CCN(c2ccc(C(C)=O)cc2F)CC1	2	6	3	-3	-2	2.5	4	-1	-14
13	CCOC(=O)N1CCN(c2nc(-c3ccco3)cc(C(F)(F)F)n2)CC1	-1	7	-1	-3	-30	0.2	4	9	-10
21	Cc1cc(-c2ccccc2)nc(N(C)NC(=O)c2cccc(C(F)(F)F)c2)c1S(C)(=O)=O	-10	4	-1	-4	-24	0.1	2	-9	-4
27	Cn1/c(=N/NC(=O)c2ccccc2F)sc2ccccc21	0	-3	0	-2	-20	0.1	5	15	-5
31	CC(C(=O)NC1CCCC1)N(C(=O)c1ccc(-c2ccccc2)[nH]1)c1ccccc1F (stereo not given)	3	-10	-2	-4	-17	1.2	0	1	-2
36	Cc1ccc(N(CC(=O)NC2CCCCC2)C(=O)CNC(=O)c2ccco2)cc1F	-6	-1	4	-4	-15	0.3	1	3	-8
37	Cc1[nH]c2ccc(-c3nnc(SCC(=O)c4ccccc4F)o3)cc2c1C	18	8	8	-5	1	2.8	-8	20	-1
55	O=C1c2ccccc2C(c2nnnn2Cc2ccccc2)N1CCc1ccccc1F (stereo not given)	x	8	22	x	x	5.8	x	0	x

Source: PubChem BioAssay
